High-throughput results from PubChem BioAssay.
DNA Pol III inh: inhibitors of bacterial DNA polymerase III holoenzyme. Potency, µM (doses to about 57.1 µM), for inactives: at the highest dose activity change, negative = inhibition. reconstituted DNA polymerase III holoenzyme replication, biochemical. actives 0.25% (n = 71,000); further: potency means the concentration at half of the fitted maximal effect; on the % scale 0 is the no-effect control and ±100 the full control effect
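Reconstituted *E. coli* holoenzyme (0.35 nM Pol III, 1 nM beta, 154 nM SSB, 2 nM primase) was preincubated with compound for 15 min at RT. Synthesis on 1.4 nM ssM13Gori ran 35 min, then was stopped with PicoGreen/EDTA and read as dsDNA fluorescence.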
15-hLO inh: blocks human 15-lipoxygenase activity; actives 1.4% (n = 74,000); Potency, µM (highest dose often 57.1 µM), for inactives: top-dose activity change, negative = inhibition, actives largely listed as inhibitors; P16050; purified 15hLO-1, xylenol orange hydroperoxide absorbance; AID 887; further: potency means the concentration at half of the fitted maximal effect; on the % scale 0 is the no-effect control and ±100 the full control effect; nearly all actives have a fitted effect of over 55% in size
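Inhibition is scored from a chromogenic endpoint. After 15 min enzyme-compound contact, arachidonic acid (50 uM final) reacts 6 min with 40 nM 15hLO-1 at room temperature, then Fe-XO reagent is added for 30 min and absorbance ratio recorded.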
USP2a inhib: blocks human ubiquitin-specific protease USP2a | Potency, µM (highest dose often 38.3 µM), for inactives: at the top dose activity change, negative = inhibition, actives largely listed as inhibitors | USP2a enzymatic assay, qHTS inhibition | actives 0.1% (n = 60,000) | AID 927 | O75604;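 further: potency means the concentration at half of the fitted maximal effect; nearly all actives have a fitted effect of over 60% in size; plate controls were DMSO for no effect and NEM full inhibition control for full effect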
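Coupled readout: USP2-cleaved Ub-PLA2 (20nM final) turns over NBD C6-HPC (20uM final), Ex 460nm/Em 535nm after 2.5 h, time-zero read flagging artifacts. Enzyme (20nM final, pH 8.0 Tris) given 30 min RT with compound first; NEM defines full inhibition.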
Caspase-7 inhib: caspase-7 (human) inhibition, allosteric or competitive; Potency, µM (highest dose often 57.5 µM), without a hit: top-dose activity change, negative = inhibition, usual class: inhibitors; P55210; recombinant caspase-7, Ac-DEVD-AFC fluorescence rate; actives 0.02% (n = 75,000); AID 889; active means well fitted inhibition curve with a large enough effect in the main read-out, with a control signal flat, not every such curve was filed as active; inconclusive means small, poorly fitted or top-dose-only effect, or a change in a side signal; further: potency means the concentration at half of the fitted maximal effect; % of control where 0% means no effect
HADH2 inh: HADH2 (human) dehydrogenase inhibition. Q99714. recombinant HADH2, NADH fluorescence, beta-hydroxybutyryl-CoA. Potency, µM (top dose mostly 57.1 µM), without a hit: at the highest dose activity change, negative = inhibition, actives largely listed as inhibitors. actives 3.4% (n = 73,000); further: potency means the concentration at half of the fitted maximal effect; on the % scale 0 is the no-effect control and ±100 the full control effect; nearly all actives have a fitted effect of over 60% in size; many of its hits are not listed in these tables
Target sequence (Q99714 whole entry, looked up, one chain of several): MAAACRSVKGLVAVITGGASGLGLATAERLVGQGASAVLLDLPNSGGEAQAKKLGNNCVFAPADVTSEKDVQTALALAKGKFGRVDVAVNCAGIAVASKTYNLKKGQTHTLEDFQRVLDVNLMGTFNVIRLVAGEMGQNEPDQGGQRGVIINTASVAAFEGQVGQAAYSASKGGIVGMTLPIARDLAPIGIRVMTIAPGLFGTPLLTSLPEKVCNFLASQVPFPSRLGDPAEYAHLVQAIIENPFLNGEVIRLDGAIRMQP
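NADH fluorescence (ex 360/em 450 nm) read every 30 s for 4 min; activity taken as last-minus-first time point difference. Enzyme 20 nM, NAD+ 1 mM, beta-hydroxybutyryl-CoA 90 uM, pH 9.0 Tris buffer.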
Tau filament bind: tau filament binding; P10636; recombinant tau filaments, thioflavin S fluorescence, 15 h; filaments grown with octadecylsulfate alongside compound; Potency, µM (top dose mostly 57.1 µM), without a hit: at the top dose activity change, negative = inhibition; actives 2% (n = 71,000); AID 596;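 further: potency means the concentration at half of the fitted maximal effect; on the % scale 0 is the no-effect control and ±100 the full control effect; actives lower thioflavin S fluorescence by blocking filaments or displacing dye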
Target sequence (P10636 whole entry, looked up): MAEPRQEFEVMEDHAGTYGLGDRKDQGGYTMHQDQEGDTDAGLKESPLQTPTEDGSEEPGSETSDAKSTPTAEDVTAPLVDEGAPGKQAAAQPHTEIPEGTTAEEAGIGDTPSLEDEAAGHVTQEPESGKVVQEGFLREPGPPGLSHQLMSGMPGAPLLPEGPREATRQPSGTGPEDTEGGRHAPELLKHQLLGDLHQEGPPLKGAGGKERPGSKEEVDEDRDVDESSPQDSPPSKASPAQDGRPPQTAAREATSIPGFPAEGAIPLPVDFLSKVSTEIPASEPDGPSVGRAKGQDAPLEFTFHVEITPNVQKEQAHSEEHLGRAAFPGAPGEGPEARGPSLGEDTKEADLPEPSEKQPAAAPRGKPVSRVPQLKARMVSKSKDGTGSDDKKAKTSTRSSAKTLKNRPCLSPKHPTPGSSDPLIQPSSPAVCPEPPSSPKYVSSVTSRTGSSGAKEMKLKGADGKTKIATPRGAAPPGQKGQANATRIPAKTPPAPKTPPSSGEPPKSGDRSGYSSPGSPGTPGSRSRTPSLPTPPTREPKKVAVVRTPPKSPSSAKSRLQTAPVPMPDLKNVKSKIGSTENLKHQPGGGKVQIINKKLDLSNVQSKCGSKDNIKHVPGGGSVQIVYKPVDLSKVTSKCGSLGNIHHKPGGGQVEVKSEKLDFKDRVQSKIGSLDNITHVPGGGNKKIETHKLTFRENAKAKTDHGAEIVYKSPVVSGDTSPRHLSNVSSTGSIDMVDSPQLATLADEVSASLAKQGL
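ThS-based fibril read: tau 1 uM final, inducer ODS 30 uM final, 37 C for 15 h, ex 450/em 510 nm.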
BRCT inh red: disrupts BRCA1 BRCT binding to phosphoprotein, red fluorophore readout | Potency, µM (series often up to 76.9 µM), for inactives: at the top dose activity change, negative = inhibition, actives largely listed as inhibitors | BRCT-phosphopeptide binding, red fluorescence polarization | AID 892 | actives 0.03% (n = 75,000) | P38398; further: on the % scale 0 is the no-effect control and ±100 the full control effect
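Rhodamine-labelled pBACH1 10-mer (100 nM) bound to BRCT domain (100 nM) at pH 7.3; compounds incubated 12 min room temperature, polarization read. Free peptide defines full inhibition; unlabelled decapeptide titrated as control.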
HEK293 cAMP ctrl: counter-screen for TSHR agonists: cAMP increase in parental HEK293; parental HEK293 CNG cAMP sensor, membrane potential fluorescence; AID 938; Potency, µM (top dose mostly 57.1 µM), for inactives: at the top dose activation, actives largely listed as activators; actives 2.5% (n = 73,000); further: potency means the concentration at half of the fitted maximal effect; % of control where 0% means no effect; nearly all actives have a fitted effect of over 55% in size
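Counterscreen for endogenous-receptor signalling: CNG-channel HEK 293 cells report cAMP rise by membrane depolarization. After 60 min dye equilibration with 100 uM RO 20-1724, compounds incubated 30 min before bottom-read fluorescence at 590 nm.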
Casp1 inh: allosteric or competitive inhibitors of human caspase-1. P29466. Caspase-1 enzyme, Ac-WEHD-AFC fluorogenic rate. actives 0.03% (n = 75,000). AID 900. Potency, µM (doses to about 57.5 µM), for inactives: at the top dose activity change, negative = inhibition, most hits filed as inhibitors;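 further: potency means the concentration at half of the fitted maximal effect; plate controls were vehicle for no effect and no substrate for full effect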
Rhodamine autofl: compound autofluorescence in rhodamine spectral region. Rhodamine-region fluorescence, 547/598 nm, Tris buffer; hits give high values. max dye-equivalent concentration, M. actives 0.05% (n = 59,000). AID 594; in the data active means max dye-equivalent concentration above about 11 nM; inconclusive means between about 1.1 nM and that limit
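A six-point rhodamine series on each plate calibrates the signal. Compounds sit in 100 mM Tris (pH 8.0) for 15 min at ambient temperature before imaging through 547 nm/598 nm filters.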
BRCT PPI green: BRCA1 BRCT-phosphoprotein interaction inhibition; Potency, µM (titrated, usually from 76.9 µM), without a hit: top-dose activity change, negative = inhibition, hits mostly inhibitors; BRCA1 BRCT-phosphopeptide binding, green fluorescence polarization; actives 0.05% (n = 75,000); P38398;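 further: potency means the concentration at half of the fitted maximal effect; plate controls were peptide without protein for full effect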
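Compounds were incubated for 12 min at room temperature with a complex of 100 nM fluorescein-tagged pBACH1 decapeptide and 250 nM His-tagged BRCT protein. Buffer was phosphate pH 7.3 with EDTA, DTT and Tween 20. Disruption of binding lowers the polarization signal.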
Starred values were filed as active, the others as inactive; i = inactive; ? = inconclusive; nt = no result given; [ ] = dose if it differs, or a comment. Unless noted, the call rests on the fitted dose curve; in most records, active means well fitted curve in the direction sought with a large enough effect; inconclusive means small, poorly fitted or top-dose-only effect, or another doubt; inactive means no such curve, though single readings can be large; an effect the other way counts as inactive or inconclusive. The list is partial; rates above refer to the full screens.

Results follow in this order: DNA Pol III inh, 15-hLO inh, USP2a inhib, Caspase-7 inhib, HADH2 inh, Tau filament bind, BRCT inh red, HEK293 cAMP ctrl, Casp1 inh, Rhodamine autofl, BRCT PPI green
> Cc1ccc2nc3c(cc(C(=O)NCCCn4ccnc4)n3C)c(=O)n2c1
  -1%, 8%, 3%, -1%, -4%, -8%, 1.2%, 3%, -3%, i, -0.8%
> COCCOC(=O)C1=C(C)NC(=O)NC1c1cccs1 (stereo not drawn)
  nt, -1%, nt, 0%, -4%, nt, 0.9%, -12%, -4%, nt, -0.1%
> CCCCCCN1CC(O)=C(c2nc3ccccc3[nH]2)C1=N
  -20%, 0%, -4%, 0%, 22%, -9%, 1.3%, -5%, -2%, i, -0.6%
> CC(C)C(c1nnnn1C(C)(C)C)N1CCN(c2cccc(Cl)c2)CC1 (stereo not drawn)
  ?, -27%, 11%, 1%, 4%, -13%, -3.0%, 19%, 0%, i, -3.2%
> CC(CNC(=O)C1CCCCC1)NC(=O)C1CCCCC1 (stereo not drawn)
  8%, 2%, -4%, 0%, 3%, -7%, 0.8%, 4%, -3%, nt, -1.9%
> CCCc1c(C(=O)OCC)[nH]c2c1C(=O)CCC2
  2%, -5%, nt, -1%, -1%, -1%, -0.2%, 1%, 1%, nt, -0.2%
> COC(=O)CSC1=NS(=O)(=O)c2ccccc21
  -3%, 6%, -2%, 0%, 20µM*, 15%, 1.0%, -15%, 0%, nt, -2.5%
> Cc1cccc(NC(=O)COc2ccccc2)c1
  -5%, -16%, -2%, -2%, -17%, 2%, -2.3%, 15%, -3%, i, -0.3%
> O=C(Nc1ccc(-c2cn3ccsc3n2)cc1)C1COc2ccccc2O1 (stereo not drawn)
  2%, -22%, 39%[activator], -1%, 2%, 114%, -2.1%, -5%, -1%, i, 0.2%
> CCCC(=O)Nc1cccc(-c2cn3ccsc3n2)c1
  -1%, -6%, 5%, -1%, 6%, -5%, 0.2%, 1%, -1%, i, -0.6%
> O=C1c2oc3ccc(Br)cc3c(=O)c2C(c2cccnc2)N1Cc1ccco1 (stereo not drawn)
  10%, 1%, -4%, -3%, -14%, 3%, -0.1%, 3%, 0%, i, -3.0%
> O=C(Oc1nsnc1N1CCCCC1)N1CCOCC1
  1%, -1%, -6%, 9%, 5%, 1%, -0.7%, 9%, 1%, i, -2.3%
> COc1ccc2cc3cc(C(=O)NCC4COc5ccccc5O4)oc3nc2c1 (stereo not drawn)
  0%, -4%, 30%[activator], -25%, 32µM*, 84%, 0.1%, ?, ?, i, -0.6%
> COC(=O)[C@@]1(Cc2ccc(OC)cc2)[C@H]2c3cc(C(=O)N4CCCC4)n(Cc4nc5ccccc5[nH]4)c3C[C@H]2CN1C(=O)c1ccccc1
  -4%, nt, nt, -17%, ?, 33%, 2.3%, ?, -14%, nt, 6.5%
> CCOC(=O)COc1cccc2c(=O)n(CC(=O)N3CCN(C(=O)OCC)CC3)ccc12
  3%, -4%, nt, -3%, -7%, -20%, -3.5%, 6%, -2%, nt, -2.0%
> Cc1cccnc1Nc1nc(-c2ccc(O)cc2O)cs1
  2%, -9%, ?, 4%, ?, ?, 0.1%, -26%, -2%, i, -0.6%
> CCCC[C@@H]1C[C@H]1C(NC(=O)c1ccco1)c1ccc(-c2ccccc2)cc1 (stereo partly drawn)
  -4%, nt, nt, -4%, -4%, 29%, -0.3%, 17%, -2%, nt, -1.2%
> O=C(C1CCCCN1S(=O)(=O)c1ccc(F)cc1)N1CCN(c2ccccc2F)CC1 (stereo not drawn)
  -2%, 9%, nt, -2%, 3%, -18%, 0.5%, 0%, -5%, nt, -1.8%
> O=C1C2C3CCCC3=C3CCCC3C2C(=O)N1c1ccc(Cl)cc1 (stereo not drawn)
  -8%, ?, 24%, -21%, -5%, 14%, -5.6%, 4%, ?, i, -8.3%
> CN1C(=O)C2(OCC(COc3ccc(Cl)cc3)O2)c2ccccc21 (stereo not drawn)
  -2%, 1%, 0%, -3%, ?, -11%, -1.1%, 5%, -1%, i, 3.3%

Rewritten tab-delimited: 6 of the compounds above
SMILES	DNA Pol III inh	15-hLO inh	USP2a inhib	Caspase-7 inhib	HADH2 inh	Tau filament bind	BRCT inh red	HEK293 cAMP ctrl	Casp1 inh	Rhodamine autofl	BRCT PPI green
O=C(Oc1nsnc1N1CCCCC1)N1CCOCC1	1%	-1%	-6%	9%	5%	1%	-0.7%	9%	1%	i	-2.3%
COc1ccc2cc3cc(C(=O)NCC4COc5ccccc5O4)oc3nc2c1 (stereo not drawn)	0%	-4%	30%[activator]	-25%	32µM*	84%	0.1%	?	?	i	-0.6%
COC(=O)[C@@]1(Cc2ccc(OC)cc2)[C@H]2c3cc(C(=O)N4CCCC4)n(Cc4nc5ccccc5[nH]4)c3C[C@H]2CN1C(=O)c1ccccc1	-4%	nt	nt	-17%	?	33%	2.3%	?	-14%	nt	6.5%
CCOC(=O)COc1cccc2c(=O)n(CC(=O)N3CCN(C(=O)OCC)CC3)ccc12	3%	-4%	nt	-3%	-7%	-20%	-3.5%	6%	-2%	nt	-2.0%
Cc1cccnc1Nc1nc(-c2ccc(O)cc2O)cs1	2%	-9%	?	4%	?	?	0.1%	-26%	-2%	i	-0.6%
CCCC[C@@H]1C[C@H]1C(NC(=O)c1ccco1)c1ccc(-c2ccccc2)cc1 (stereo partly drawn)	-4%	nt	nt	-4%	-4%	29%	-0.3%	17%	-2%	nt	-1.2%

Back to the main list; the 2 compounds before the break are reprinted first.
Results follow in this order: DNA Pol III inh, 15-hLO inh, USP2a inhib, Caspase-7 inhib, HADH2 inh, Tau filament bind, BRCT inh red, HEK293 cAMP ctrl, Casp1 inh, Rhodamine autofl, BRCT PPI green
> O=C1C2C3CCCC3=C3CCCC3C2C(=O)N1c1ccc(Cl)cc1 (stereo not drawn)
  -8%, ?, 24%, -21%, -5%, 14%, -5.6%, 4%, ?, i, -8.3%
> CN1C(=O)C2(OCC(COc3ccc(Cl)cc3)O2)c2ccccc21 (stereo not drawn)
  -2%, 1%, 0%, -3%, ?, -11%, -1.1%, 5%, -1%, i, 3.3%
> COc1ccccc1NC(=O)c1ccc(N)cc1
  -7%, 7%, 1%, -2%, -7%, -16%, 0.4%, ?, -1%, i, 0.6%
> O=C(O)C1CC=CCC1C(=O)Nc1ccc(S(=O)(=O)N2CCCc3ccccc32)cc1 (stereo not drawn)
  4%, 4%, 5%, 1%, -4%, -9%, -0.8%, -2%, -1%, i, 2.4%
> CC(C)COC(=O)C1C(=O)CC(C)(O)C(C(=O)OCC(C)C)C1c1cccnc1 (stereo not drawn)
  3%, 6%, -1%, -4%, -4%, -4%, 0.1%, ?, 2%, i, -0.9%
> Cc1ccc(CNC(=O)CN2CCN(Cc3ccc(Cl)cc3)C2=O)cc1
  -4%, 8%, 2%, -3%, 9%, 2%, 0.8%, 12%, 0%, i, -2.5%
> CCOC(=O)c1sc2ncn(C(CC)C(=O)OCC)c(=O)c2c1C (stereo not drawn)
  3%, 5%, nt, 2%, 1%, -5%, -2.4%, 18%, -1%, i, -1.6%
> c1ccc(-c2noc(-c3cccnc3)n2)cc1
  -2%[11.4 µM], 13%[11.4 µM], 2%[7.66 µM], 1%, 9%[11.4 µM], -1%[11.4 µM], -0.6%, 7%[11.4 µM], -2%, nt, -1.1%
> CSC1=NCCN1C(=O)Cc1cccs1
  1%, -1%, nt, -8%, 0%, -5%, 1.3%, 5%, -3%, nt, 0.7%
> CC(=O)Nc1c(C(=O)c2ccccc2)oc2ccccc12
  3%, 3%, nt, -3%, 4%, -28%, 0.3%, ?, -3%, i, -2.2%
> CCCc1cc(=O)n2[nH]c(C)c(-c3ccccc3)c2n1
  -3%, 0%, 2%, 0%, -23%, -6%, 0.6%, ?, -1%, i, 0.5%
> O=C(c1ccccc1Oc1nnnn1-c1ccccc1)N1CCOCC1
  -2%, 1%, -5%, 0%, 11%, -8%, -0.4%, 7%, 1%, i, -0.3%
> CN(C)CCCNCCCNC(=O)/C(=N\O)c1ccccn1
  1%[11.4 µM], -28%[11.4 µM], -3%[7.66 µM], 0%, 11%[11.4 µM], 5%[11.4 µM], -0.8%, -4%[11.4 µM], 2%, nt, -2.2%
